N-glyco inh = increase of ERlucT glycosylation luciferase signal, primary screen, N-linked glycosylation inhibitor project, D54 ERlucT cells, luminescence, set 2; AID 588692, 2011; 360,000 compounds, 0.23% hits; D54 ERlucT glycosylation luciferase reporter, 24 h; percent of 100 nM tunicamycin response; reporter increase, % at 12.5 µM;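 active means mean luciferase reporter signal, scaled so untreated is 0 and the glycosylation-blocking control 100, at or above a set limit in every replicate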;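 further: luciferase carries N-glycosylation sites so blocking glycosylation raises the light; 0% = median of neutral control wells and 100% = median of 100 nM tunicamycin wells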
m5-HT2A agonist = mouse Htr2a agonists via beta-arrestin recruitment, primary screen, cell-based, luminescence | 5-hydroxytryptamine receptor 2A (Mus musculus), P35363 | CHO-K1 mHTR2A beta-arrestin complementation; percent of 30 µM serotonin response | activation, % at 7.6 µM | 360,000 compounds, 0.66% hits | AID 624169, 2012;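 active means activation above a run cutoff, the mean activation of all tested compounds plus 3 SD, cut at about 14% in these data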;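 further: 0% = plate median of compound wells and 100% = 30 µM serotonin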
CaV13 ICDI inh = Disruptors of the CACNA1D IQ motif to Ca2+-dependent inactivation inhibitor domain association, primary screening, Förster resonance energy transfer in intact living … | HEK cells, CFP/YFP FRET ICDI-IQ, plate reader, 10 min; percent FRET-ratio fall versus neutral wells | inhibition, % at 12.3 µM | 340,000 compounds, 0.098% hits;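 active means mean replicate inhibition of at least 30% and at least 1% of replicates passing that level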;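 further: 0% = median of the neutral control wells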
Cardio protect = cardioprotection against H2O2-induced cell death, primary screen, uHTS, H9c2 cells, ATPLite luminescence | protection from H2O2 cell death, % at 20 µM | H9c2 cardiomyocytes, H2O2 injury protection, 2 h | AID 588492, 2011 | 360,000 compounds, 0.63% hits;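 active means compounds giving at least 50% protection of heart cells from peroxide-induced death in the single-dose screen, raw or plate-pattern-corrected value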;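 further: 0% = DMSO wells with peroxide and 100% = DMSO wells without peroxide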
PDI turbidity = inhibitors of human PDI, primary screen, biochemical, turbidity, single point, plate reader | inhibition, % at 10 µM | PDI insulin aggregation turbidity, A650, 90 min | 350,000 compounds, 0.052% hits | Protein disulfide-isomerase (Homo sapiens), P07237;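 active means mean inhibition across replicates of 30% or more, whatever share of single replicates reach that level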;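 further: absorbance from insulin aggregation driven by PDI reduction with DTT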
Target sequence (P07237 whole entry, looked up): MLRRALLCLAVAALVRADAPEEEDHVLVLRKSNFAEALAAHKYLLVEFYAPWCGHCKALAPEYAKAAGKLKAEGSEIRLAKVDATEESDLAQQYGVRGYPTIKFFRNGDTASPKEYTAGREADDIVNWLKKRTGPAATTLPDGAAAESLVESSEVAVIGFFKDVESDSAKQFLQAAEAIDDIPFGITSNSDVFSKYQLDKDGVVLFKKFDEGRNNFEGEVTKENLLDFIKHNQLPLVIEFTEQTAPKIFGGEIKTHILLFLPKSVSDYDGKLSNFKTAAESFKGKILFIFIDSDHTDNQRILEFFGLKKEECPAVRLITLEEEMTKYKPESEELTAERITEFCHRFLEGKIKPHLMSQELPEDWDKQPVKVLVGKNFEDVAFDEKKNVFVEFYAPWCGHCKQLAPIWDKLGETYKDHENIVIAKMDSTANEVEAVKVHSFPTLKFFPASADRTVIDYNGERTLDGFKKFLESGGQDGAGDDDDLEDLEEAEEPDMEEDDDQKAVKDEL
ABHD5 PLIN5 PPI = ABHD5-PLIN5 interaction inhibitors, primary screen, cell lysate, split luciferase complementation, luminescence; inhibition, % at 4 µM; 360,000 compounds, 0.78% hits; Split G. princeps luciferase complementation, 4 h; AID 602281, 2012; Perilipin-5 (Homo sapiens) + 1-acylglycerol-3-phosphate O-acyltransferase ABHD5 (Homo …;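 active means inhibition above the mean inhibition across every tested compound plus 3 SD, cut at about 22% in these data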;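 further: 0% = DMSO only wells and the 100% control is not disclosed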
MC4R antag cAMP = MC4R antagonists of cAMP signaling, primary screen, cell-based, TR-FRET, antagonist arm of biased-ligand search; 360,000 compounds, 0.48% hits; inhibition, % at 6.5 µM; Melanocortin receptor 4 (Homo sapiens), P32245; MC4R-expressing cells, MTII-stimulated cAMP, LANCE TR-FRET;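 active means inhibition above its plate's cutoff, the mean of tested wells on that plate plus 3 SD, cut at about 29% in these data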;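 further: 0% = Melanotan II alone and 100% = Melanotan II plus saturating MCL0020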
Target sequence (P32245 whole entry, looked up): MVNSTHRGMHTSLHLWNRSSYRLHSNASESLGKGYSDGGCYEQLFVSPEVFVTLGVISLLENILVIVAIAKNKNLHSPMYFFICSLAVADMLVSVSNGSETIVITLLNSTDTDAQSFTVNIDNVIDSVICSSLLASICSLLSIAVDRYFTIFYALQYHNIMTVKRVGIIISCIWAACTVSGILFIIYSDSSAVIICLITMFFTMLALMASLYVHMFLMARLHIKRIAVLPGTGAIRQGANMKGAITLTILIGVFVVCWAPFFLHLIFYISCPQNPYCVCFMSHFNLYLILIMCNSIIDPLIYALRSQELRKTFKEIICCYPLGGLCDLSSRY
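System: U2OS-MC4R stable cell line; Technique: Eu-cAMP/anti-cAMP TR-FRET, emission 671 nm; Repeats: single well per compound; Also added: Melanotan II; Dosing: one concentration, 6.5 µM nominal; Schedule: 30-min compound, 1-h challenge, 1-h detection, room temperature.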
Granule exo inh = LAMP-1 surface exposure blockers, TALL-104 cells – cell-based, flow cytometry, MLPCN library, primary screen. 360,000 compounds, 0.66% hits. AID 651702, 2012. inhibition, % at 10 µM. TALL-104 LAMP-1 surface exposure; cells stimulated with thapsigargin and PMA;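 active means inhibition above about 55%, limit read from the data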
MC4R ag barr = MC4R agonists recruiting beta-arrestin, primary screen, cell-based, luminescence, agonist arm of biased-ligand search | Melanocortin receptor 4 (Homo sapiens), P32245 | U2OS MC4R beta-arrestin complementation; percent of melanotan II response, DMSO zero | activation, % at 8.9 µM | 360,000 compounds, 0.98% hits | AID 540308, 2011;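 active means activation above a per-plate cutoff, the mean activation of sample wells on that plate plus 3 SD, cut at about 8% in these data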
ABCB6 inh 2 = ABCB6 transporter inhibitors, primary screen, K562-ABCB6 cells, flow cytometry, MLPCN library. ATP-binding cassette sub-family B member 6 (Homo sapiens), Q9NP58. K562-ABCB6 porphyrin accumulation, 1 h; hits give low values. 360,000 compounds, 0.19% hits. AID 602162, 2011. fluorescence ratio to DMSO, % at 10 µM;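 active means fluorescence ratio to DMSO below 75%, the collection mean minus 3 SD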;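 further: signal is porphyrin accumulated inside mitochondria; 100% equals median channel fluorescence of DMSO control wells; lower ratio means ABCB6 inhibition with less porphyrin fluorescence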
* = called active by the depositor; . = not tested or not shown.

SMILES	N-glyco inh	m5-HT2A agonist	CaV13 ICDI inh	Cardio protect	PDI turbidity	ABHD5 PLIN5 PPI	MC4R antag cAMP	Granule exo inh	MC4R ag barr	ABCB6 inh 2
Cc1ccc(-n2c(SCC(=O)Nc3ccc4c5c(cccc35)CC4)nc(O)c(C)c2=O)cc1	1	-4	-3	4	-5	-6	9	5	-1.7	96
COc1ccc(-n2nc(C(=O)NCC(=O)N(C)Cc3ccccc3)c3ccccc3c2=O)cc1OC	-3	-3	-3	25	4	3	-4	-9	-0.9	98
CC(C)c1ccc(OC(=O)NCCO)cc1	2	3	-5	-11	1	1	16	0	1.3	97
COc1cc(NC(=O)NC(C)(C(F)(F)F)C(F)(F)F)cc(OC)c1OC	2	-2	-5	1	6	1	1	-4	-0.5	86
Cc1nc(NC(=O)c2cncc(Br)c2)ccc1Br	-4	-1	30	-12	4	9	6	7	-1.3	103
C=CCN1CCN(C(=O)c2cc3c(s2)CCC(CC)C3)CC1 (configuration not stated)	.	-15	-4	3	8	-5	0	2	-2.8	97
CCC(=O)Nc1ccc(Cl)c(NC(=O)c2cccnc2)c1	-1	0	-11	4	-2	2	7	-5	-2.6	93
CCC(=O)c1ccc(OCC(=O)O)c(OC)c1	2	0	-2	4	-1	-6	1	4	-1.9	94
O=C(COc1ccc(F)cc1Cl)NC1CCCCCC1	-4	-5	-5	6	-5	-4	5	0	1.7	88
Cc1ccccc1NC(=O)c1cccc(OCc2c(C)noc2C)c1	1	-7	-6	-10	-4	-3	-2	-3	-1.6	86
COc1ccc(C2C3=C(NCCN=C3c3ccccc3)C(=O)N2c2ccccc2)c(OC)c1 (configuration not stated)	0	7	0	2	-4	-1	19	0	-1.2	99
Cc1ccccc1-n1c(=O)c2ccccc2n2nnnc12	4	3	-6	4	-11	-2	-1	-7	-2.6	100
Cc1cccc(C)c1NC(=O)CN(C)C(=O)C1=COCCO1	0	4	-2	5	9	-3	8	-5	-0.2	100
NNC(=O)c1cc(C23CC4CC(CC(C4)C2)C3)nc2ccccc12	-2	1	-2	14	0	-6	-6	-10	0.7	96
COc1ccc(C(=O)Nc2nc3ccccc3s2)cc1OC	-1	2	4	14	-1	0	4	0	-3.5	92
COc1ccc(NC(=S)Nc2ccc(Oc3ccccc3)cc2)cc1	-6	-6	.	-11	8	-5	-2	-6	-0.7	105
O=C(CCCN1C(=O)c2ccccc2C1=O)NCCCN1CCOCC1	0	1	-5	-4	-2	3	-1	5	-0.9	81
Cc1ccc(NC(=O)CC2=NC(=O)C(CC(=O)Nc3ccccc3C)S2)cc1 (configuration not stated)	1	0	-2	0	0	-4	17	2	-0.8	98
Cc1cc(C(=O)NC2CCCCC2)c2cc(F)ccc2n1	-1	-1	-2	5	7	1	2	-2	-0.7	95
CC(Sc1cccc[n+]1[O-])C(=O)Nc1cc(Cl)c(Cl)cc1Cl (configuration not stated)	2	-5	-6	1	5	7	-3	-19	-1.4	98
CCOC1OC(=O)C(Cl)=C1Nc1ccccc1C (configuration not stated)	1	-2	-10	-4	6	-6	2	-4	-0.2	97
COc1ccc(C(=O)NC2CCSC2=O)cc1 (configuration not stated)	1	3	-5	1	-6	0	7	3	2.0	98
CN(C)CCCN(C(=O)c1cccs1)c1nc2cc3c(cc2s1)OCO3	2	-4	-7	6	2	3	-6	-2	-1.2	97
CC(=O)Nc1ccc(OCCOc2ccc([N+](=O)[O-])cc2)cc1	1	0	-4	-5	-8	1	-5	9	-1.7	95
COC(C/C=C/[C@@H](O)[C@H](C)OCc1ccccc1)OC	5	5	-6	2	-2	2	3	7	-2.2	99
Cc1ccccc1-c1nnc(SCc2ccccc2F)o1	-7	-4	-5	-14	8	1	7	4	1.3	96
Cc1c(C(c2ccc(Br)cc2)c2c(C)n(C)n(-c3ccccc3)c2=O)c(=O)n(-c2ccccc2)n1C	1	-2	-3	-1	0	-1	6	-8	1.1	100
CCCn1c(SCC(=O)Nc2ccc(OC)cc2[N+](=O)[O-])n[nH]c1=O	1	1	5	1	0	-1	18	-3	-2.1	95
N=c1sccn1CC(=O)Nc1ccc(S(N)(=O)=O)cc1	-2	-2	-1	-5	3	-9	6	-3	-2.5	97
C=CCn1c(SCc2ccc(C(=O)Nc3ccccc3)cc2)nnc1-c1ccccc1	1	1	-5	-1	1	-3	9	-2	-0.3	97
COc1cccc(C2CC(=O)Nc3cc(C)c(C)cc32)c1 (configuration not stated)	11	-4	-17	-13	7	2	4	-3	-1.3	100
COc1cccc(-n2cnc3cccc(N)c32)c1	1	5	-6	-1	-3	5	0	7	2.8	96
COc1ccc2cc(C#N)c(SCC(=O)N3CC(=O)Nc4ccccc43)nc2c1	20	-3	.	10	-17	-5	-2	1	-0.5	102
C/C(CCc1ccc2c(c1)OCO2)=N\N=C1\NC(=O)CC(C(=O)Nc2ccc(Cl)cc2)S1 (configuration not stated)	1	3	-6	-4	-3	-6	4	3	0.9	94
CC1(C)N=C(N)N=C(N)N1c1ccc(OCC(=O)N2CCOCC2)c(Cl)c1	-3	-2	-8	1	10	2	-1	-1	-0.5	103
S=C(NCc1ccco1)N1CCN(C(c2ccccc2)c2ccccc2)CC1	-3	-6	-7	4	1	-3	5	9	0.1	82
O=C(N/C(=C/c1cccc(Br)c1)c1nc(=S)[nH][nH]1)c1ccccc1	4	-3	-6	-9	0	-3	-4	15	1.7	99
CN(C)/C=C/C(=O)c1cccc(Oc2ncccn2)c1	0	0	-4	-2	4	12	-2	6	-4.3	101
COc1ccc(-c2cc3ccc(O)cc3oc2=O)cc1	-5	5	4	-12	2	13	5	-16	1.9	108
O=C(c1cccc(S(=O)(=O)N2CCCCCC2)c1)N1CCN(c2ccccc2)CC1	-2	-5	-2	-3	-4	0	-1	11	-2.3	89
O=C1CN(C(=O)COC(=O)c2cccc(OCc3ccccc3)c2)c2ccccc2N1	4	-4	-4	3	3	-1	11	1	3.1	97
COc1ccc(C(=O)CC(=O)C(=O)Nc2ccc(OC)c(Cl)c2)cc1	1	5	-20	7	-3	-3	12	-3	0.0	100
COc1cc(/C=N/N=C(/C(=O)c2ccccc2)c2ccccc2)cc(OC)c1O	3	0	-4	1	0	-3	12	18	1.6	98
Cc1ccc(NC(=O)CCC(=O)OCC(=O)c2ccc(Oc3ccc([N+](=O)[O-])cc3)cc2)cc1C	0	-2	-3	-6	0	-5	1	-2	-0.8	102
COc1cccc(-c2nnn(C/C(N)=N/O)n2)c1	2	4	.	8	8	-5	11	1	-1.5	100
N#Cc1c(-c2ccccc2)nc(-c2cccnc2)[nH]c1=O	0	4	-5	-4	-6	3	0	-8	-1.6	101
COc1ccc(C(=O)NC2=NCCS2)c(OC)c1	-10	2	-3	-13	1	-8	6	-1	-0.6	94
Cc1cccc(/C=C/C(=O)c2ccc([N+](=O)[O-])o2)c1	1	-3	-7	1	1	77*	6	-7	-0.4	114
CC1CN(S(=O)(=O)c2cccc(C(=O)OCc3cc(=O)oc4cc(O)ccc34)c2)CC(C)O1 (configuration not stated)	-3	-4	-4	30	3	-7	7	0	-1.5	96
O=C(c1cc(-c2ccccc2)nn1-c1ccccc1)N1CCN(S(=O)(=O)c2c(F)cccc2F)CC1	-6	-2	-6	1	-17	6	0	-2	1.2	88
COCCCNC(=O)C(=O)NCCCOC(C)C	1	0	-4	2	-5	1	7	3	-1.3	88
C=CCn1c(=O)c2ccccc2n2c(SCc3cc(=O)n4ccsc4n3)nnc12	0	0	.	18	7	0	6	-6	-0.9	106
Cc1nc2cc(S(=O)(=O)N(C)C)ccc2n1-c1ccccc1	-1	-1	-4	0	-10	-4	4	-3	-1.3	92
CCOC(=O)c1[nH]c(C)c(C(=O)N(C)Cc2ccccc2)c1C	1	-1	-5	5	1	-4	-1	-4	-2.8	99

10 structures out of the list, arranged by count of non-hydrogen atoms, highest first.
SMILES	N-glyco inh	m5-HT2A agonist	CaV13 ICDI inh	Cardio protect	PDI turbidity	ABHD5 PLIN5 PPI	MC4R antag cAMP	Granule exo inh	MC4R ag barr	ABCB6 inh 2
Cc1ccc(NC(=O)CCC(=O)OCC(=O)c2ccc(Oc3ccc([N+](=O)[O-])cc3)cc2)cc1C	0	-2	-3	-6	0	-5	1	-2	-0.8	102
C=CCn1c(=O)c2ccccc2n2c(SCc3cc(=O)n4ccsc4n3)nnc12	0	0	.	18	7	0	6	-6	-0.9	106
S=C(NCc1ccco1)N1CCN(C(c2ccccc2)c2ccccc2)CC1	-3	-6	-7	4	1	-3	5	9	0.1	82
CC1(C)N=C(N)N=C(N)N1c1ccc(OCC(=O)N2CCOCC2)c(Cl)c1	-3	-2	-8	1	10	2	-1	-1	-0.5	103
O=C(CCCN1C(=O)c2ccccc2C1=O)NCCCN1CCOCC1	0	1	-5	-4	-2	3	-1	5	-0.9	81
CC(=O)Nc1ccc(OCCOc2ccc([N+](=O)[O-])cc2)cc1	1	0	-4	-5	-8	1	-5	9	-1.7	95
CCC(=O)Nc1ccc(Cl)c(NC(=O)c2cccnc2)c1	-1	0	-11	4	-2	2	7	-5	-2.6	93
COc1ccc(-c2cc3ccc(O)cc3oc2=O)cc1	-5	5	4	-12	2	13	5	-16	1.9	108
COc1ccc(C(=O)NC2=NCCS2)c(OC)c1	-10	2	-3	-13	1	-8	6	-1	-0.6	94
COc1ccc(C(=O)NC2CCSC2=O)cc1 (configuration not stated)	1	3	-5	1	-6	0	7	3	2.0	98

Compound activity: PubChem, several laboratories
